High-throughput results deposited in PubChem BioAssay by several laboratories.
STK33 inh – inhibitors of purified STK33 kinase, primary screen, biochemical, ADP-Glo luminescence, homogeneous, cell-free. AID 2661, 2010. MBP phosphorylation. inhibition, % at 10 µM. 320,000 tested, 0.073% active. Serine/threonine-protein kinase 33 (Homo sapiens), Q9BYT3;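 active = inhibition at or above 25%, using the most active replicate where run in duplicate; inactive = inhibition below 25%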
Target sequence (Q9BYT3 whole entry, looked up): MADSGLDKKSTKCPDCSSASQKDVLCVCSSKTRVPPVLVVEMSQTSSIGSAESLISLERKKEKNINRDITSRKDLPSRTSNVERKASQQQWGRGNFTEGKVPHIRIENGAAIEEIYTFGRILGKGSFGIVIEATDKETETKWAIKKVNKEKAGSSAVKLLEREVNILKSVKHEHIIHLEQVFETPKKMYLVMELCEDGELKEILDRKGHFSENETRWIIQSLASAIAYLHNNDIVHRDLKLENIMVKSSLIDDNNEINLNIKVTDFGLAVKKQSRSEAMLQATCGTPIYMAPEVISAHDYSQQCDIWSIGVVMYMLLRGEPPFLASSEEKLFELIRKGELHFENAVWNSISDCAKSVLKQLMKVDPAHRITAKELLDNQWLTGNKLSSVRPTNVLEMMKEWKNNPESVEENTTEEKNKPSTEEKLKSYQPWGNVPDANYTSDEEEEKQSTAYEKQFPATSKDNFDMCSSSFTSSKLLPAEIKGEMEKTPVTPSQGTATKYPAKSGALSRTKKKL
OX1R antag – antagonists of human orexin 1 receptor (OX1R); inhibition, % at 6.6 µM; Orexin/Hypocretin receptor type 1 (Homo sapiens), O43613; 330,000 tested, 1.8% active; OX1R-expressing cells, FRET antagonist read-out; in the data active = inhibition mostly above about 38%, no sharp cut-off; inactive = mostly below about 40%;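 also: 0% = agonist challenge alone and 100% = reference antagonist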
Target sequence (O43613 whole entry, looked up): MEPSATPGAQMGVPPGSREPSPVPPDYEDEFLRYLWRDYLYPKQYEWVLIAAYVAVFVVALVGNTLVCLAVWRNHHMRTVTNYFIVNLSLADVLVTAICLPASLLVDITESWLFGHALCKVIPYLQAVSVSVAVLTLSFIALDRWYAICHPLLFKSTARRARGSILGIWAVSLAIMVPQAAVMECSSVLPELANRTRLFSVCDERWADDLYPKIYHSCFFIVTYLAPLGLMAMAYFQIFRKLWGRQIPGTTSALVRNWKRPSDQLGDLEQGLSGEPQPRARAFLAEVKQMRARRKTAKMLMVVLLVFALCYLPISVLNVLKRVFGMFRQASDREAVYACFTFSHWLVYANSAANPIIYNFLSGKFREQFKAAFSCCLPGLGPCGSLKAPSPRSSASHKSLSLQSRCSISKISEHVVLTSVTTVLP
KCNQ2 block – KCNQ2 potassium channel inhibitors, primary screen, cell-based, CHO-K1, FluxOR thallium flux, B-score (AID 2156) | Potassium voltage-gated channel subfamily KQT member 2 (Rattus norvegicus), O88943 | 20 min; active compounds read low | B-score at 10 µM | 310,000 tested, 1.1% active;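 active = fluorescence ratio B-score at most minus 3 library SDs, with starting brightness B-score within 2 library SDs, cut at about -5.5 in these data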
Starred values were filed as active, the others as inactive; i = inactive; . = not tested or not shown. Random draw from the library. Share with any hit: about 2.7%.

nr	KCNQ2 block	STK33 inh	OX1R antag	SMILES
1	i	-0.3	-1	O=C(CN1C(=O)c2ccccc2C1=O)Nc1ccc(S(=O)(=O)NCC2CCCO2)cc1 (stereo not given)
2	i	-3.5	13	C=CCNC(=O)CC(=O)N/N=C/c1ccc(F)cc1
3	i	-0.5	23	CC(NS(=O)(=O)c1ccc(F)cc1)C(=O)NCc1ccncc1 (stereo not given)
4	i	-0.2	5	Clc1ccc(-c2noc(CCCOc3ccccc3)n2)cc1
5	i	-0.2	11	CN1C(=S)SC2CS(=O)(=O)CC21C (stereo not given)
6	i	-0.6	1	Cc1cc(NS(=O)(=O)c2ccc(NC(=O)CCCOc3ccccc3)cc2)no1
7	i	-0.9	2	Cc1ccc(CN2CCN(c3ccccc3Cl)CC2)o1
8	i	2.3	47	CCOc1cc(/C=C2\SC(=O)N=C2N)ccc1O
9	i	1.2	2	CCOC(=O)c1ccc(NC(=O)N2CCN(S(C)(=O)=O)CC2)cc1
10	i	-0.8	-2	COc1ccccc1CC(=O)NCCc1ccccc1
11	i	0.2	3	Cc1nc2c(C)cccn2c1/C(O)=C1\C(=O)C(=O)N(CCN(C)C)C1c1ccncc1 (stereo not given)
12	i	0.9	27	CCOC(=O)c1c2c3c(cccc3n(C)c1=O)C(=O)c1ccccc1-2
13	i	-0.7	8	COc1ccccc1NC(=O)NCc1ccccc1F
14	i	0.3	7	CC(=O)CCN1C(=O)NC2(CCCc3ccccc32)C1=O (stereo not given)
15	i	-1.2	13	CCCSc1nnc2n(N)c(=O)c3ccccc3n12

Five entries from above, with bars between the fields.
# | Structure | KCNQ2 block | STK33 inh | OX1R antag
9 | CCOC(=O)c1ccc(NC(=O)N2CCN(S(C)(=O)=O)CC2)cc1 | i | 1.2 | 2
10 | COc1ccccc1CC(=O)NCCc1ccccc1 | i | -0.8 | -2
11 | Cc1nc2c(C)cccn2c1/C(O)=C1\C(=O)C(=O)N(CCN(C)C)C1c1ccncc1 (stereo not given) | i | 0.2 | 3
12 | CCOC(=O)c1c2c3c(cccc3n(C)c1=O)C(=O)c1ccccc1-2 | i | 0.9 | 27
13 | COc1ccccc1NC(=O)NCc1ccccc1F | i | -0.7 | 8

(next part)
nr	KCNQ2 block	STK33 inh	OX1R antag	SMILES
16	i	-0.6	10	CC(=O)c1cccc(N(CC(=O)NC2CCCC2)C(=O)CNC(=O)c2cccs2)c1
17	i	0.5	10	COCCNC(=O)COc1ccc(C)c(C)c1
18	i	-1.7	4	CN1CCC(N(C)S(=O)(=O)c2ccc(NC(=O)COc3ccc(F)cc3Cl)cc2)CC1
19	i	-0.6	13	COc1ccc(C2c3ccc(O)cc3Oc3ncn(CCCO)c(=N)c32)cc1 (stereo not given)
20	i	-0.7	18	O=C(O)CNC(=S)N(Cc1ccccc1)Cc1cccs1
21	i	-1.7	5	COc1ccc(C2NCCc3c2[nH]c2ccccc32)cc1CSc1nc2ccccc2s1 (stereo not given)
22	i	-1.2	3	COc1ccccc1-n1cnnc1SCC(=O)Nc1cc(C)on1
23	i	-2.1	2	CCCCCNC(=O)c1c[nH]c2ccc(S(=O)(=O)N3CCC4(CC3)OCCO4)cc2c1=O
24	.	0.3	1	CC(C)(C)n1nc2c(c1NC(=O)c1ccc(S(=O)(=O)N3CCCCC3)cc1)CS(=O)C2 (stereo not given)
25	i	0.5	25	CCOc1ccc(C2C(C#N)=C(N)Oc3nc[nH]c(=O)c32)cc1 (stereo not given)
26	i	-0.8	9	CC(C)COc1ccc(C(=O)NC(=S)Nc2ccc(CN3CCOCC3)cc2)cc1
27	i	0.1	14	CC1CN(C(=O)CN2C(=O)NC3(CCCCCC3)C2=O)CC(C)O1 (stereo not given)
28	i	-2.2	.	Oc1ccccc1Nc1nc(-c2ccccc2O)nc2ccccc12
29	i	-0.8	-2	O=C(Nc1ccc(F)cc1)c1ccc(S(=O)(=O)NCC2CCCO2)cc1 (stereo not given)
30	.	-0.8	8	CC(C)(C)OC(=O)N1CCN(C(=O)c2[nH]cnc2C(=O)Nc2ccon2)CC1
31	i	-1.9	-1	O=c1c2ccccc2[nH]c(=S)n1CCc1ccccc1
32	i	-1.1	21	COc1cccc(N2CCN(C(=O)c3ccc4nc[nH]c4c3)CC2)c1
33	i	2.1	17	O=C(N/N=C/c1c(O)ccc2ccccc12)c1[nH]ncc1Br
34	i	-2.0	5	O=C(Cn1nnc(-c2ccc(CN3CCOCC3)cc2)n1)NC1CCCCC1
35	.	3.5	5	CCOc1cc(N2CCOCC2)c(OCC)cc1NC(=O)Cn1cnnn1
36	i	-2.1	9	COc1ccc(NC(=O)Nc2cc(C)cc(C)c2)cn1
37	i	-0.4	-4	CC(C)CNC(=S)N1CCC(C(=O)c2ccc(F)cc2)CC1
38	i	-0.7	6	COc1ccc(CCNC(=O)CN(C2CCCCC2)S(C)(=O)=O)cc1
39	i	-0.3	19	CCCOc1ccc(C(=O)N2CCCC2)cc1OC
40	i	-1.1	10	COc1ccc(CN2CCC(C(=O)Nc3ccc(Oc4cccnc4)cc3)CC2)c(C)c1C
41	i	-2.3	1	O=C(O)[C@H](Cc1ccccc1)NC(=O)N1CCC(Cc2ccccc2)CC1
42	i	-0.7	-4	CC1CCCN(C(=S)NCc2ccccc2)C1 (stereo not given)
43	i	-2.9	7	CN(C)c1ccc(C(=O)NNC(=O)c2ccc(Cl)cc2)cc1
44	i	-0.5	13	O=C(c1cc(-c2ccc(Cl)cc2)n(-c2ccc(Cl)cc2)n1)N1CCOCC1
45	i	-1.0	34	O=C(NCc1ccccc1F)c1cccc(S(=O)(=O)NCc2ccccc2)c1
46	i	-4.5	8	CC(OC(=O)c1cccc(-n2cnnn2)c1)C(=O)Nc1ccc(F)cc1Cl (stereo not given)
47	i	0.9	6	CCc1ccc(NC(=O)CS(=O)CC(=O)Nc2ccc(F)cc2F)cc1 (stereo not given)
48	i	-3.5	17	COc1ccc(-c2[nH]nc3c2C2(C(=O)N(CC(=O)O)c4ccccc42)C(C#N)=C(N)O3)cc1OC (stereo not given)
49	i	1.3	8	COc1ccc(-n2c(=S)[nH]c3cc(C(=O)Nc4ccc(OC)c(OC)c4)ccc3c2=O)cc1
50	i	-1.1	9	O=C(CSc1nnnn1-c1cccnc1)Nc1ccc(OCc2ccccc2)cc1
51	i	-0.6	44*	O=C(NNC(=O)c1cnccn1)c1cccc([N+](=O)[O-])c1
52	i	-1.1	17	Cc1c(Cl)cccc1NC(=O)CSC(C)c1nc2ccccc2c(=O)[nH]1 (stereo not given)
53	i	0.5	20	COC(=O)c1ccc(Cn2cnc3c(cnn3-c3ccc(F)cc3)c2=O)o1
54	i	-0.8	8	COc1ccc(OC)c(NC(=O)CCc2nnc3ccc(NCc4ccco4)nn23)c1
55	.	-1.2	3	O=C(OCC(=O)N1CCCCCC1)c1cccnc1Cl
56	i	-0.3	20	CCOC(=O)N1CCN(c2nc(SC)nc3sc4c(c23)CC(C)(C)OC4)CC1
57	i	1.7	18	Nc1ccc2ncccc2c1
58	i	-0.2	7	O=C(O)CCC(=O)N1CCc2cc(S(=O)(=O)N3CCCCC3)ccc21
59	i	0.2	16	COc1ccc(OCC(=O)N2CCN(C(=O)c3cccs3)CC2)cc1
60	i	0.6	17	N#Cc1ccc(Cn2c(=O)c(C#N)c3n(c2=O)CCC3)cc1
61	i	0.9	.	COC(=O)C1CCCCN1C(=O)c1ccc2oc(Cc3ccccc3)nc2c1 (stereo not given)
62	i	0.6	54	COc1cccc(OC)c1NC(=O)c1nc2c(nnn2Cc2ccccc2Cl)c(=O)[nH]1
63	i	-1.5	18	NNc1nc2c(Cl)ccc(Cl)c2s1
64	.	-0.8	-3	Cc1ccc(C(=O)NCC(=O)N2CCCCCCC2)cc1C
65	i	-0.2	73*	COc1ccc(CCNC(=O)CSc2nnc(-c3ccccc3)c3ccccc23)cc1OC
66	i	-0.2	14	Cc1c(C(=O)OC(C)C)[nH]c2c1C(=O)CC(C)(C)C2
67	i	2.0	13	O=C(NCCN1CCN(Cc2ccc([N+](=O)[O-])cc2)CC1)C(=O)Nc1ccccc1
68	i	-0.2	1	Cn1c(=O)c2c(nc(CN3CCN(C(=O)c4ccco4)CC3)n2CCCO)n(C)c1=O
69	i	-0.7	.	CCN(CC)S(=O)(=O)c1ccc(NC(=O)CCNC(=O)c2ccccc2)cc1
70	i	4.7	12	COc1ccccc1/C=C/C(=O)Nc1ccc(S(=O)(=O)Nc2cc(C)nc(C)n2)cc1
71	i	-0.5	2	COC(=O)C(NC(C)=O)(Nc1nc(C)cs1)C(F)(F)F (stereo not given)
72	i	-2.8	7	CC(NC(=O)CCc1nnc(Cc2cccc(C(F)(F)F)c2)o1)C1CC1 (stereo not given)
73	i	0.4	14	O=C(CSc1nnc(NC(=O)c2c(F)cccc2F)s1)NCc1ccccc1
74	i	11	13	CCOc1cc(/C=N/NC(=O)c2cc(C3CC3)[nH]n2)ccc1O
75	i	0.6	6	CC(=O)Oc1ccc(/C=C2/Oc3ccccc3C2=O)cc1

Entries of single compounds, looked up by structure. Screens in order: KCNQ2 block, STK33 inh, OX1R antag
Results for O=C(NCCN1CCN(Cc2ccc([N+](=O)[O-])cc2)CC1)C(=O)Nc1ccccc1 : i, 2.0, 13
Results for COC(=O)C(NC(C)=O)(Nc1nc(C)cs1)C(F)(F)F (stereo not given) : i, -0.5, 2
Results for COC(=O)C1CCCCN1C(=O)c1ccc2oc(Cc3ccccc3)nc2c1 (stereo not given) : i, 0.9, .
Results for COc1cccc(OC)c1NC(=O)c1nc2c(nnn2Cc2ccccc2Cl)c(=O)[nH]1 : i, 0.6, 54
Results for Cc1ccc(C(=O)NCC(=O)N2CCCCCCC2)cc1C : ., -0.8, -3

Carrying on:
nr	KCNQ2 block	STK33 inh	OX1R antag	SMILES
76	i	0.5	10	C=CCSC1=N/C(=C\c2cccnc2)C(=O)N1c1ccc(OC)cc1
77	i	-0.2	9	Nc1ccc2nc(-c3ccccc3)cnc2c1
78	i	-0.7	8	CSc1nc2c(c(=O)[nH]1)CCCC2
79	i	0.0	11	N#Cc1c(C(F)(F)F)cc(=O)[nH]c1SCC(=O)O
80	.	-1.3	53*	O=C(Nc1cccnc1)c1ccc([N+](=O)[O-])s1
81	i	-0.4	17	CCn1ccc(C(=O)NC2C(=O)N3C(C(=O)O)=C(C)CSC23)n1 (stereo not given)
82	i	-0.6	20	COc1ccc2oc(C(=O)OCC(=O)N(C)C3CCCCC3)c(C)c2c1
83	i	0.1	1	CCN1C(=O)C2(C(C#N)=C(N)Oc3c2c(C)nn3-c2ccccc2)c2ccccc21 (stereo not given)
84	i	-1.1	4	Cc1oc(-c2cccc(Cl)c2)nc1CN1CCC(C(=O)NC2CC2)CC1
85	i	-0.9	29	COc1cc(CN2CCN(c3ccc(C)cc3)CC2)cc([N+](=O)[O-])c1O
86	i	-2.2	27	C[C@H]1C=C(C(=O)NCc2ccccc2)O[C@@H](OCc2ccc(CO)cc2)C1
87	i	-1.3	19	N=C1C(c2nc3ccccc3s2)=C(O)CN1NC(=O)c1ccco1
88	i	-2.3	13	CS(=O)(=O)NCc1nnc(SCc2ccc(C(F)(F)F)cc2)o1
89	i	-1.6	13	CCN(CC)CCNC(=O)C1CCC(=O)N1CCc1ccccc1 (stereo not given)
90	i	-1.1	.	O=c1[nH]c(/C=C/c2ccccc2F)nc2ccccc12
91	i	0.0	10	CCOc1ccc(N(C(C)C(=O)N2CCCC2)S(C)(=O)=O)cc1 (stereo not given)
92	i	-1.0	9	CCOC(=O)/C=C1\SCC(=O)N1CC(=O)Nc1ccc2c(c1)CCC2
93	i	-0.1	39	Cc1cc(Nc2ccccc2)n(-c2nc3ccccc3[nH]2)n1
94	i	-1.3	4	Cc1ccc(C(C)C)c(OCCCCN2CCNCC2)c1
95	.	1.3	8	COc1cc2sc(-c3ccc(S(C)(=O)=O)cc3)c(-c3ccc4c(c3)OCO4)c2cc1OC
96	i	0.3	3	Cc1ccc(C(=O)OC2CCOC2=O)cc1NC(=O)c1ccco1 (stereo not given)
97	i	-1.8	13	CCCCSc1nc2c(cnn2-c2ccc(F)cc2)c(=O)[nH]1
98	i	-0.9	8	C=CCNC(=O)C1CCN(c2cnccn2)CC1
99	i	0.2	8	CCOc1oc(-c2ccc(OC)cc2)nc1C(F)(F)F
100	i	-1.5	19	O=C(NCc1cccnc1)C(=O)N/N=C/c1ccccc1[N+](=O)[O-]
101	i	0.1	26	CCN(CC1CCCO1)C(=O)C1CCN(C2CCN(Cc3ccccc3C)CC2)CC1 (stereo not given)
102	i	-0.9	3	O=C1NC(=O)C2C1C(c1cccs1)NN2Cc1ccccc1 (stereo not given)
103	i	-2.1	13	O=C(NNc1nc2ccccc2nc1C(F)(F)F)c1ccccc1
104	i	1.6	19	O=C(Nc1ccc2nc(-c3ccccc3)[nH]c2c1)c1ccco1
105	i	-0.4	26	CN(C)c1ccnc(-n2cccc2/C=N/OCc2ccccc2)c1C#N
106	i	-0.8	18	COc1cc(C(=O)NC(=S)N2CCCCCC2)cc(OC)c1OC
107	i	-1.8	3	Cc1ccccc1OCc1nnc(SCC(=O)NC2CCCCC2)o1
108	i	0.2	9	COc1ccc2cc(C(=O)N3CCC(Cc4ccccc4)CC3)[nH]c2c1
109	i	-1.6	24	Cc1ccc(/C=N/n2c(=O)c(C(C)(C)C)nn3cnnc23)cc1
